Screening data as filed in PubChem BioAssay.
Rv3671c inh – inhibitors of M. tuberculosis serine protease Rv3671c; P9WHR9; inhibition, % at 5.96 µM; hit rate 0.048% among 320,000; AID 2606; in the data active means inhibition above about 38%;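 further: extracellular domain of Rv3671c used as enzyme; 0% = enzyme with DMSO and 100% = no enzyme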
Target sequence (P9WHR9 whole entry, looked up, the tested form may be a part): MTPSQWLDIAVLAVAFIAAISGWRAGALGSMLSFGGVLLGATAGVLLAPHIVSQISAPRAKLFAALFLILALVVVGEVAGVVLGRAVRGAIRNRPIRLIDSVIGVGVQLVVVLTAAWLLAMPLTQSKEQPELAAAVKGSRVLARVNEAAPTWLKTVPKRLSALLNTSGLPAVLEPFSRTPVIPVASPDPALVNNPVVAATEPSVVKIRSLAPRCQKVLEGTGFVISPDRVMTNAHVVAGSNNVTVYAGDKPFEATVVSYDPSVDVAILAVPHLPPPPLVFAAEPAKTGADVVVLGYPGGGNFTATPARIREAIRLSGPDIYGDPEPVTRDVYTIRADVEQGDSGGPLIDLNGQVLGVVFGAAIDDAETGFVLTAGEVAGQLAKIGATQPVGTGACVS
BoNT F protease – inhibitors of Botulinum neurotoxin F light chain protease; inhibition, % at 10 µM; hit rate 0.22% among 360,000; Multiplex microsphere protease cleavage assay, flow cytometry; AID 588497; in the data active means inhibition above about 35%, passing the limit was not always enough; inconclusive means no clear call, values can overlap the other calls; further: plate controls were buffer without enzyme for full effect and enzyme alone for no effect
FBA Mtb inh – Mtb fructose-bisphosphate aldolase inhibition. purified M. tuberculosis FBA, fluorescence read-out. AID 588726. P9WQA3. inhibition, % at 1 µM. hit rate 2.3% among 360,000; in the data active means inhibition above about 27%;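 further: 0% = vehicle and 100% = reference inhibitor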
MazF activator – MazEF (E. coli) toxin RNase activation. FAM/BHQ RNA-DNA oligo cleavage fluorescence, 5 h. hit rate 0.32% among 350,000. activation, % at 20 µM. P0AE70; in the data active means activation above about 50%
Target sequence (P0AE70 whole entry, looked up): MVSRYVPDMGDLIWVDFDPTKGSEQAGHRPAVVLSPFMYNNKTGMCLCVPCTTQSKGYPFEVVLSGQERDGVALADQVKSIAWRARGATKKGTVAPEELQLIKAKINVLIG
PrPC TRFRET – reduces human prion protein on the cell surface | inhibition, % at 13.8 µM | hit rate 0.43% among 370,000 | cell surface PrPC, TR-FRET read-out | P04156; in the data active means inhibition above about 24%; further: 0% = median of the test wells and 100% = reference compound wells
UGM FP inh – Mtb UDP-galactopyranose mutase inhibition | hit rate 0.06% among 320,000 | AID 504406 | P9WIQ1 | inhibition, % at 10 µM | purified UGM, fluorescence polarization probe displacement; in the data active means inhibition above about 10%, passing the limit was not always enough; inconclusive means no clear call, values can overlap the other calls
Target sequence (P9WIQ1 whole entry, looked up): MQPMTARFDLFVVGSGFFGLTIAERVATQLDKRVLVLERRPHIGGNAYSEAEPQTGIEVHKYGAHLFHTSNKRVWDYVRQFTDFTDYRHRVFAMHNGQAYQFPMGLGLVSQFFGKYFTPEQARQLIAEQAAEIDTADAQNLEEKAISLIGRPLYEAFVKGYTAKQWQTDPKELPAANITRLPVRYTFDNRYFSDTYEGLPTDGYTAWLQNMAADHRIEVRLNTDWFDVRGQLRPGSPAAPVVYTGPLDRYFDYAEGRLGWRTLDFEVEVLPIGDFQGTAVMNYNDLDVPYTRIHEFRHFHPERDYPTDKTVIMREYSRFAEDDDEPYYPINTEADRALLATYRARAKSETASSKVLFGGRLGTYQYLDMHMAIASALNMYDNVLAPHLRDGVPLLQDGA
Mtb BioA inh – BioA (M. tuberculosis) enzyme inhibition; hit rate 0.096% among 360,000; inhibition, % at 9.99 µM; purified M. tuberculosis BioA enzyme, plate reader; AID 602481; in the data active means inhibition above about 40%; inconclusive means no clear call, values can overlap the other calls
GDH-TPI inh – counter-screen for M. tuberculosis FBA inhibitors: GDH-TPI coupled enzymes; GDH-TPI coupled enzyme counterscreen, NADH absorbance; inhibition, % at 4.8 µM; hit rate 1.2% among 360,000; AID 588335; in the data active means inhibition above about 30%;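 further: 0% = DMSO wells and 100% = wells lacking the enzyme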
FadD28 FP inh – blocks FadD28 binding to the bisubstrate probe. hit rate 0.22% among 360,000. fluorescence polarization. inhibition, % at 12.5 µM; in the data active means inhibition above about 8.5%, passing the limit was not always enough; inconclusive means no clear call, values can overlap the other calls
The depositor's hits bear a star; ? = inconclusive; / = not tested or not shown. Rows are unselected; 4.8% or so of the library scored in one or more.

SMILES	Rv3671c inh	BoNT F protease	FBA Mtb inh	MazF activator	PrPC TRFRET	UGM FP inh	Mtb BioA inh	GDH-TPI inh	FadD28 FP inh
Cn1c(C(=O)c2ccncc2)cc2ccccc21	6	?	-3	-4	-17	-2.3	0.2	19	-1.0
COc1ccccc1-n1c(N)c(C(N)=O)sc1=S	-2	2	-2	-19	-13	2.6	-1.0	17	0.2
C[C@H]1CCC(=O)N(CCSc2ccc(Br)cc2)CC1	1	-4	7	1	0	-3.3	-0.3	8	-3.2
Cc1ccc(C2(C)NC(=O)N(CC(=O)NC(C)c3ccccc3)C2=O)cc1 (stereo unspecified)	-4	-3	0	5	0	2.2	-2.4	-4	0.2
COc1cc(OC)c(OC)cc1/C=N/NC(=O)CC1C(=O)NN=C1C (stereo unspecified)	3	8	13	6	-7	-0.1	-0.3	18	-2.6
OC[C@@H]1CN(Cc2ccc(-c3ccccc3)cc2)C[C@H](n2cnc3c(N4CCOCC4)ncnc32)O1	/	1	-1	/	9	/	-1.7	-6	-4.5
COc1cccc(/C=C/C(=O)OCC(=O)Nc2nnc(-c3ccccc3)o2)c1	-6	-14	10	4	/	-1.3	-0.3	-1	-2.8
CCN1C(=O)C(CC(=O)Nc2ccc(OC)cc2)N(CCc2ccc(OC)cc2)C1=S (stereo unspecified)	-3	-4	1	4	2	-1.1	/	0	-1.1
COC(=O)c1cc(NC(=O)c2nccnc2C(=O)O)cc(C(=O)OC)c1	-8	-3	8	6	9	7.7	-0.4	11	-1.1
Cc1cccc(N(CC(=O)NC2CCCC2)C(=O)CNC(=O)c2ccco2)c1C	3	-4	2	7	-4	-1.9	-2.4	-8	-3.3
COc1ccc(/C=c2/sc3n(c2=O)NC2(c4ccccc4)N(C)C(=O)N(C)C2(c2ccccc2)N=3)cc1 (stereo unspecified)	0	-4	-2	2	-3	2.8	/	7	-1.2
CC(=O)Nc1cccc(NC(=O)CSc2nccn2Cc2ccc(F)cc2)c1	1	4	-1	3	9	-2.5	6.1	7	-3.9
c1ccc(CN2CCN(c3nc(-c4ccccn4)nc4ccccc34)CC2)cc1	-13	0	1	5	2	1.2	0.6	-5	1.1
CC1(C(=O)NCc2cccc3ccccc23)CCN1C(=O)C1(c2ccccc2)CC1 (stereo unspecified)	/	0	-3	/	-1	/	-0.8	-10	-5.1
Cc1ccc(S(=O)(=O)Nc2cccc(-c3cn4ccsc4n3)c2)cc1	-16	2	-1	-2	15	3.0	1.3	0	-2.5
Cn1nnc2cc(NC(=O)N3CC4(C)CC3CC(C)(C)C4)ccc21 (stereo unspecified)	2	-3	3	3	3	-1.1	8.9	-5	-0.6
COC(=O)CSc1nc2ccc(NC(=O)CSc3nnnn3Cc3ccccc3)cc2s1	-20	-4	-2	-1	1	0.3	0.5	0	-2.0
CCOC(=O)[C@H]1[C@H]2COc3ccc(Cl)cc3[C@@H]2N2C(=O)CNC(=O)[C@@]12C	0	-2	0	4	-4	-0.2	-1.9	-5	-4.8
CCCCN(C)C(=O)Cn1ncc2c3ccccc3n(CCC)c2c1=O	/	18	13	-12	9	0.3	10	9	-4.3
O=C(Nc1ccccc1N1CCCC1)C1CCN(C(=O)c2ccc(F)cc2)CC1	4	-1	0	-2	2	-0.6	1.5	1	-0.4
Cc1cccc(NC(=O)c2ccc(NC(=O)CC3SC(N4CCCC4)=NC3=O)cc2)n1 (stereo unspecified)	13	-4	-2	-3	2	0.9	-0.6	-4	-4.0
CN(CCc1ccccc1)C(=O)c1cc(COc2ccc(F)cc2Cl)on1	-2	8	-1	-5	5	-1.1	-1.2	2	-0.8
COc1ccc(C2CC(=O)C=C3c4ccc(OC)cc4CCC32)cc1 (stereo unspecified)	/	-4	4	4	-5	/	-0.3	26	-1.7
CN1CCN(CC(=O)N2c3ccc(S(=O)(=O)NCCNC(=O)OC(C)(C)C)cc3C(=O)Nc3cccnc32)CC1	2	7	1	8	7	0.8	-1.3	8	-2.8
O=S(=O)(c1ccc(F)cc1)n1ccc(-c2cnc(-c3ccccc3)s2)n1	-25	-2	3	-2	2	-0.2	/	15	-0.2
SMILES	Rv3671c inh	BoNT F protease	FBA Mtb inh	MazF activator	PrPC TRFRET	UGM FP inh	Mtb BioA inh	GDH-TPI inh	FadD28 FP inh
COc1cccc(N2CCN(C(=O)c3cc4c(=O)n(Cc5ccccc5)ccc4nc3C)CC2)c1	-11	-1	5	2	7	-1.8	0.1	10	-0.1
COc1ccccc1NC(C#N)c1ccccc1OCc1ccccc1 (stereo unspecified)	-1	-12	3	-6	-7	-1.0	/	7	0.8
CC(C)c1nc(SCC(=O)c2ccc(F)cc2)c2ccccc2n1	-2	3	2	-28	7	-0.2	/	7	-1.3
CCCC(=O)Nc1c2c(nn1-c1ccc(C)cc1C)CSC2	-3	-9	-2	-5	-8	0.9	0.0	4	-4.9
COc1ccc(CC(=O)NCC2CCCN(Cc3ccc(F)c(OC)c3)C2)cc1 (stereo unspecified)	3	?	0	8	7	-1.2	-0.6	5	-1.8
O=S(=O)(Nc1ccccc1N1CCOCC1)c1ccc(Cl)s1	-4	-11	-2	-2	-1	1.7	-2.7	3	-1.8
CCOC(=O)c1c(C)[nH]c(C(=O)OCC(=O)NC(C)(C)C)c1C	-5	-5	2	8	2	1.6	/	-2	-0.5
Cc1cnc(C(=O)OCC(=O)N2CCN(S(=O)(=O)c3ccc(Cl)cc3)CC2)cn1	-12	-4	-1	-10	0	-1.8	/	-1	0.6
Cc1cccc(OCC(=O)Nc2nc3ccc([N+](=O)[O-])cc3s2)c1C	-11	-7	2	-6	-2	5.9	-1.3	19	1.4
Cc1noc(C)c1C(=O)OCC(=O)Nc1ccc(C(N)=O)cc1	-8	-12	4	9	5	-1.8	/	0	-3.4
CCCCCCn1c(=O)n2n(c1=O)[C@@H]1CN(S(=O)(=O)c3ccc(C)cc3)C[C@]1(O)[C@@H](OC(=O)NCc1ccccc1F)C2	/	-1	-1	2	2	/	-2.0	3	-4.2
COC(=O)c1ccccc1NC(=O)CSc1nccn1C	-1	-9	-4	0	-1	-0.4	1.5	-3	-3.5
Cc1ccc(S(=O)(=O)NN=C2CC(C)(C)CC(=O)C2(C)C)cc1	/	-3	-3	8	-1	/	-1.0	0	-2.9
CSCC[C@@H](C(=O)O)N1Cc2ccccc2C1=O	0	-26	4	6	6	1.1	-0.9	4	0.4
CCc1nc2ccc(C(=O)NCc3ccccc3)cc2nc1CC	9	-4	3	3	1	1.8	/	8	-2.3
O=C(/C=C/c1ccccc1)N1CCC[C@H]1CO	-10	4	1	6	0	-0.6	0.3	-1	-2.2
O=C(O)CCCCCN1C(=O)C(O)=C(C(=O)/C=C/c2ccccc2)C1c1cccc([N+](=O)[O-])c1 (stereo unspecified)	6	-4	1	9	-11	1.7	1.8	13	-2.4
O=C(COC(=O)c1ccc([N+](=O)[O-])s1)NC(c1ccccc1)c1ccccc1	-2	-4	3	9	-11	1.0	/	-3	-0.4
Cc1ccc(S(=O)(=O)N2CCN(C(=O)C3CCCO3)CC2)cc1 (stereo unspecified)	-3	5	0	-5	7	-0.8	-0.2	1	-1.0
Cc1csc(N2CCCC2c2nc3cc(Cl)c(N4CCCCC4)cc3n2CCOCCO)n1 (stereo unspecified)	-1	-3	-1	1	-1	0.8	6.2	3	0.6
Cc1ccc(OCc2cn3cccnc3n2)cc1	-8	-9	1	6	2	2.0	/	12	-0.1
CN=C(Nc1ccc(C(=O)OC)cc1)SC1CC(=O)N(c2ccccc2F)C1=O (stereo unspecified)	0	3	0	4	1	1.0	-1.5	14	0.4
O=C1NC(=S)S/C1=C/c1ccc(Oc2cnccn2)cc1	-11	-1	2	-11	4	0.6	/	4	0.1
COc1cccc(NC(=O)C(OC(=O)c2ccc([N+](=O)[O-])o2)c2ccccc2)c1 (stereo unspecified)	-19	-3	-7	6	-13	-0.4	/	8	-5.3
COC(=O)c1cc(N=Nc2c(C)[nH]c3ccccc23)cc(C(=O)OC)c1	-2	-6	1	2	-10	-1.8	3.7	0	-0.8

A different layout for four compounds above.
CSCC[C@@H](C(=O)O)N1Cc2ccccc2C1=O
  Rv3671c inh: 0 | BoNT F protease: -26 | FBA Mtb inh: 4 | MazF activator: 6 | PrPC TRFRET: 6 | UGM FP inh: 1.1 | Mtb BioA inh: -0.9 | GDH-TPI inh: 4 | FadD28 FP inh: 0.4

CCc1nc2ccc(C(=O)NCc3ccccc3)cc2nc1CC
  Rv3671c inh: 9 | BoNT F protease: -4 | FBA Mtb inh: 3 | MazF activator: 3 | PrPC TRFRET: 1 | UGM FP inh: 1.8 | Mtb BioA inh: / | GDH-TPI inh: 8 | FadD28 FP inh: -2.3

O=C(/C=C/c1ccccc1)N1CCC[C@H]1CO
  Rv3671c inh: -10 | BoNT F protease: 4 | FBA Mtb inh: 1 | MazF activator: 6 | PrPC TRFRET: 0 | UGM FP inh: -0.6 | Mtb BioA inh: 0.3 | GDH-TPI inh: -1 | FadD28 FP inh: -2.2

O=C(O)CCCCCN1C(=O)C(O)=C(C(=O)/C=C/c2ccccc2)C1c1cccc([N+](=O)[O-])c1 (stereo unspecified)
  Rv3671c inh: 6 | BoNT F protease: -4 | FBA Mtb inh: 1 | MazF activator: 9 | PrPC TRFRET: -11 | UGM FP inh: 1.7 | Mtb BioA inh: 1.8 | GDH-TPI inh: 13 | FadD28 FP inh: -2.4

Quoted from the listing:
UGM FP inh with CSCC[C@@H](C(=O)O)N1Cc2ccccc2C1=O = 1.1
MazF activator with CCc1nc2ccc(C(=O)NCc3ccccc3)cc2nc1CC = 3

Next section:
SMILES	Rv3671c inh	BoNT F protease	FBA Mtb inh	MazF activator	PrPC TRFRET	UGM FP inh	Mtb BioA inh	GDH-TPI inh	FadD28 FP inh
Cc1ccc(S(=O)(=O)Nc2ccccc2C(=O)N2CCOCC2)cc1	3	-2	6	-1	-7	-0.7	-0.3	-3	0.6
O=C(CSCc1ccccc1Cl)Nc1ccc(C(=O)O)cc1	-2	13	-1	11	5	0.5	3.8	6	-1.5
CC(=O)c1cc(F)ccc1OCC(=O)N1CCN(c2ccc(F)cc2)CC1	-6	-2	2	1	1	0.7	/	-4	-2.7
COc1ccc2sc(C)cc(=O)c2c1	/	4	107*	7	-10	/	-0.8	15	-1.3
Cc1ccc(NC(=O)CSc2nnc(C3CCCCC3)n2N)cc1F	1	-4	4	8	11	0.8	0.6	0	-1.8
O=C(Nc1ccc(Cc2ccc(NC(=O)C3CC3)c(O)c2)cc1O)C1CC1	1	-1	-9	-4	1	0.7	-0.8	-12	-4.1
O=C(CSCc1ccccc1Br)NNC(=S)NCc1ccco1	3	-2	7	1	6	-0.6	1.0	0	-1.1
CCOc1ccc(S(=O)(=O)N2CCC(C(=O)OCc3cccc(OC)c3OC)CC2)cc1	-10	-4	-1	2	6	-1.0	0.4	-16	-3.7
O=C(O)c1ccc(-c2nc3ccccc3s2)o1	-1	-8	44*	-5	-2	4.1	-0.6	42*	-0.1
Cc1nn(C2CCS(=O)(=O)C2)c(C)c1CN(C)C(=O)c1ccc(F)cc1 (stereo unspecified)	/	1	0	4	7	/	4.2	11	-0.4
COc1ccccc1N1CCN(C(=O)CCS(=O)(=O)c2ccc3c(c2)oc(=O)n3C)CC1	-2	-4	3	8	0	-1.2	3.1	-2	-2.0
CCOC(=O)c1c(C)n(CCOC)c2ccc(O)cc12	-2	-6	2	-3	6	0.2	-0.9	4	-0.4
O=c1[nH][nH]c(=O)c(Cl)c1Cl	/	0	1	-7	-3	/	-3.0	18	0.4

Single records (already shown).
Listed for O=C(CSCc1ccccc1Br)NNC(=S)NCc1ccco1 = Rv3671c inh = 3; BoNT F protease = -2; FBA Mtb inh = 7; MazF activator = 1; PrPC TRFRET = 6; UGM FP inh = -0.6; Mtb BioA inh = 1.0; GDH-TPI inh = 0; FadD28 FP inh = -1.1
Listed for COc1ccccc1N1CCN(C(=O)CCS(=O)(=O)c2ccc3c(c2)oc(=O)n3C)CC1 = Rv3671c inh = -2; BoNT F protease = -4; FBA Mtb inh = 3; MazF activator = 8; PrPC TRFRET = 0; UGM FP inh = -1.2; Mtb BioA inh = 3.1; GDH-TPI inh = -2; FadD28 FP inh = -2.0
